Screening data from PubChem BioAssay.
MgcRacGAP inhibition: MgcRacGAP GTPase-activating activity inhibitors, confirmation, biochemical, ADP Hunter fluorescence; Rac GTPase-activating protein 1 (Homo sapiens); MgcRacGAP-stimulated Rac1 GTP hydrolysis, ADP Hunter fluorescence; higher % means a stronger effect; GST-tagged Rac1 F28L mutant substrate; inhibition, % at 30 µM, or IC50 in µM where a hit was titrated; actives 0.6% (n = 340,000); AID 624330, 2012;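 active means first-screen hits whose inhibition reached a set limit at any dose in the follow-up dose series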;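 further: fluorescence reports GDP produced by GAP-driven GTP hydrolysis; strong numbers were not always called active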
T cell HTS: modulators of CD8 T cell-vesicle binding, primary screen, mouse 2C CD8+ T cells, flow cytometry. actives 0.068% (n = 330,000). 2C CD8+ T cell-vesicle binding; hits give low values. AID 2052, 2009. calls only at 7 µM;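 active means response, share of CD8 T cells binding vesicles, and their 90th percentile fluorescence all below set limits, cut at about 80% in these data, passing the limit was not always enough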
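Assay system: 2C TCR transgenic mouse naive CD8+ T cells, MACS-purified | Read-out: CD8+ gate FL2 mean fluorescence as % of same-row positive control | Signal: High-throughput flow cytometry with anti-B7-1 and anti-CD8 staining | Timing: Binding step 1.5 h, 37 °C, antibody labelling 20 min, ice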
NTR1 agonist: agonists of NTR1, primary screen, imaging, U2OS cells, beta-arrestin-GFP, high content (AID 493036); Neurotensin receptor type 1 (Homo sapiens), P30989; actives 0.17% (n = 330,000); NTR1-U2OS beta-arrestin-GFP spot imaging, agonist mode; activation, % at 20 µM;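 active means activation at or above 40% of the spot to cytoplasm intensity ratio, with at least 20 cells analyzed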;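 further: 0% = DMSO without peptide and 100% = 100 nM NTR1 peptide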
Target sequence (P30989 whole entry, looked up): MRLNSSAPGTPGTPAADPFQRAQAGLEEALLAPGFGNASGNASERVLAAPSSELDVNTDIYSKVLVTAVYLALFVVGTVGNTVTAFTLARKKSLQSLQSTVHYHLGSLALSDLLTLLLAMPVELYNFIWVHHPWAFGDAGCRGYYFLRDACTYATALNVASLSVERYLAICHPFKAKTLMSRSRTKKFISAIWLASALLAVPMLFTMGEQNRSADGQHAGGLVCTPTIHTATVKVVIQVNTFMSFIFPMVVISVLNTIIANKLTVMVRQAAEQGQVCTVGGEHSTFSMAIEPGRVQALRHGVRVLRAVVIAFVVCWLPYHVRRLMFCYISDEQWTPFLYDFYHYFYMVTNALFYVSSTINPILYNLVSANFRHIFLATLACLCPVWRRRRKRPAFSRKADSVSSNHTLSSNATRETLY
T cell HTS vesicle-bound %: recorded beside T cell HTS, whose call it bears; double positive events, %; measured here: CD8+ vesicle-bound cell fraction;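 binding gate set so that unloaded-vesicle control wells show 10% double positive cells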
NTR1 agonist cell count 20 µM: second read-out of NTR1 agonist, no call of its own (marks repeat the call); cell count; measured here: cell count, cytotoxicity flag
* hit, by the source's call; i = inactive. An excerpt; the hit share may differ from the screen's.

item | SMILES | NTR1 agonist cell count 20 µM | T cell HTS | T cell HTS vesicle-bound %
1 | CCCn1c(SCC(=O)N(C)CC(=O)Nc2ccc(C)cc2)n[nH]c1=O | 69 | i | 38.4
2 | COc1cc(OC)cc(-c2c(-c3ccc(C(C)=O)cc3)c3cc(-c4cccc5[nH]ccc45)ccc3n2C)c1 | 93 | i | 16.0
3 | CC(Oc1ccc(Cl)cc1Cl)C(=O)OCC(=O)c1c(N)n(C)c(=O)n(C)c1=O (stereo not given) | 66 | i | 49.0
4 | O=C(COC(=O)c1ccc(Br)o1)NCc1ccc(Cl)cc1 | 62 | i | 35.7
5 | CC(=O)N1CCN(CCS(=O)(=O)c2cc(Cl)ccc2Cl)CC1 | 58 | i | 17.3
6 | Cc1ccc(C2=CC(=O)C[C@H](c3ccc(Cl)cc3)C2)cc1 | 66 | i | 42.6
7 | O=C(OCc1cc(=O)n2ccsc2n1)c1ccccc1NCCO | 51 | i | 25.2
8 | CC(/C=N\NC(=O)c1cccnc1)c1ccccc1 (stereo not given) | 47 | i | 63.0

item | NTR1 agonist | MgcRacGAP inhibition
1 | -0.3 | -1.4%
2 | 0.3 | 6.9%
3 | 8.0 | 3.4%
4 | -0.3 | 5.3%
5 | -0.7 | 0.2%
6 | 1.8 | 3.3%
7 | -1.3 | 11.1%
8 | -0.8 | 2.1%

Entries shown so far that have nitrogen in an aromatic ring (5):
item | SMILES | NTR1 agonist cell count 20 µM | T cell HTS | T cell HTS vesicle-bound %
1 | CCCn1c(SCC(=O)N(C)CC(=O)Nc2ccc(C)cc2)n[nH]c1=O | 69 | i | 38.4
2 | COc1cc(OC)cc(-c2c(-c3ccc(C(C)=O)cc3)c3cc(-c4cccc5[nH]ccc45)ccc3n2C)c1 | 93 | i | 16.0
3 | CC(Oc1ccc(Cl)cc1Cl)C(=O)OCC(=O)c1c(N)n(C)c(=O)n(C)c1=O (stereo not given) | 66 | i | 49.0
7 | O=C(OCc1cc(=O)n2ccsc2n1)c1ccccc1NCCO | 51 | i | 25.2
8 | CC(/C=N\NC(=O)c1cccnc1)c1ccccc1 (stereo not given) | 47 | i | 63.0

item | NTR1 agonist | MgcRacGAP inhibition
1 | -0.3 | -1.4%
2 | 0.3 | 6.9%
3 | 8.0 | 3.4%
7 | -1.3 | 11.1%
8 | -0.8 | 2.1%

Remaining list, next part.
item | SMILES | NTR1 agonist cell count 20 µM | T cell HTS | T cell HTS vesicle-bound %
9 | COc1cc(OC)cc(C(=O)NNC(=O)CCCOc2ccccc2)c1 | 52 | i | 19.8
10 | Cc1ccsc1C(=O)OCc1cc(=O)n2ccsc2n1 | 56 | i | 43.1
11 | CC(OC(=O)c1ccc(-n2cnnn2)cc1)C(=O)Nc1ccc(F)c(F)c1F (stereo not given) | 52 | i | 27.1
12 | Cc1ccc(NC(=O)COC(=O)CN2C(=O)NC3(CCCC3)C2=O)cc1F | 63 | i | 17.1
13 | Cc1cccc(C(=O)OC(C)C(=O)Nc2ccc(S(=O)(=O)Nc3ncccn3)cc2)c1C (stereo not given) | 93 | i | 35.1
14 | Cc1ccc(S(=O)(=O)Nc2cccc(C(=O)NCCN3CCOCC3)c2)cc1F | 66 | i | 42.4
15 | Cn1c(N)c(C(=O)COC(=O)CNC(=O)c2ccccc2F)c(=O)n(C)c1=O | 69 | i | 36.9
16 | CC(C)Sc1nnc(SCC(=O)NCCCN2CCCC2=O)s1 | 64 | i | 35.5

item | NTR1 agonist | MgcRacGAP inhibition
9 | 0.8 | 6.3%
10 | 6.8 | 5.2%
11 | 0.4 | 3.1%
12 | 1.0 | -6.0%
13 | 0.0 | 4.6%
14 | -2.2 | 4.3%
15 | -0.8 | 2.8%
16 | 0.3 | 5.1%

Sorted by SMILES length (highest first): three of the compounds above
item | SMILES | NTR1 agonist cell count 20 µM | T cell HTS | T cell HTS vesicle-bound %
13 | Cc1cccc(C(=O)OC(C)C(=O)Nc2ccc(S(=O)(=O)Nc3ncccn3)cc2)c1C (stereo not given) | 93 | i | 35.1
11 | CC(OC(=O)c1ccc(-n2cnnn2)cc1)C(=O)Nc1ccc(F)c(F)c1F (stereo not given) | 52 | i | 27.1
14 | Cc1ccc(S(=O)(=O)Nc2cccc(C(=O)NCCN3CCOCC3)c2)cc1F | 66 | i | 42.4

item | NTR1 agonist | MgcRacGAP inhibition
13 | 0.0 | 4.6%
11 | 0.4 | 3.1%
14 | -2.2 | 4.3%

Part of the list above, in transposed form.
11	CC(OC(=O)c1ccc(-n2cnnn2)cc1)C(=O)Nc1ccc(F)c(F)c1F (stereo not given)
12	Cc1ccc(NC(=O)COC(=O)CN2C(=O)NC3(CCCC3)C2=O)cc1F
13	Cc1cccc(C(=O)OC(C)C(=O)Nc2ccc(S(=O)(=O)Nc3ncccn3)cc2)c1C (stereo not given)
Screen / compound no. | 11 | 12 | 13
NTR1 agonist cell count 20 µM | 52 | 63 | 93
T cell HTS | i | i | i
T cell HTS vesicle-bound % | 27.1 | 17.1 | 35.1
NTR1 agonist | 0.4 | 1.0 | 0.0
MgcRacGAP inhibition | 3.1% | -6.0% | 4.6%

(continued)
item | SMILES | NTR1 agonist cell count 20 µM | T cell HTS | T cell HTS vesicle-bound %
17 | Cc1ccc(S(=O)(=O)N2CCCCC2)cc1C(=O)N1C(C)CCCC1C (stereo not given) | 51 | i | 32.0
18 | Cc1nnc2ccc(-c3ccc(NS(=O)(=O)c4ccccc4[N+](=O)[O-])cc3)nn12 | 67 | i | 17.0
19 | CCNc1nc(NCC)nc(N2CC(=O)N(CC(=O)OCC)C2=N)n1 | 26 | i | 38.9
20 | CN1CCN(NC(=O)c2c(-c3ccccc3)sc3ccccc23)CC1 | 65 | i | 7.6
21 | O=C(COC(=O)Cc1ccccc1F)NCc1ccc(Cl)cc1 | 59 | i | 51.0
22 | N#CCCN(C(=O)COC(=O)c1ccc(S(=O)(=O)N2CCCC2)cc1)c1cccc(Cl)c1 | 67 | i | 25.6
23 | Cc1cccc(NC(=O)C2CCCCN2S(=O)(=O)c2ccccc2)c1C (stereo not given) | 53 | i | 27.6
24 | O=C(NCC(c1ccco1)N1CCCCC1)c1cc2c(s1)CCCC2 (stereo not given) | 77 | i | 14.3

item | NTR1 agonist | MgcRacGAP inhibition
17 | -1.9 | 4.1%
18 | 1.1 | 4.0%
19 | -0.6 | 15.8%
20 | -1.5 | -5.2%
21 | -0.8 | 4.4%
22 | -0.5 | 1.6%
23 | -0.8 | -2.6%
24 | -1.2 | 2.9%

Carrying on.
item | SMILES | NTR1 agonist cell count 20 µM | T cell HTS | T cell HTS vesicle-bound %
25 | O=C(COc1cccc(Cl)c1)NCC(c1cccs1)N1CCOCC1 (stereo not given) | 68 | i | 20.2
26 | CC(C)Oc1ccc(C(=O)NCC(=O)N2CCN(S(=O)(=O)/C=C/c3ccccc3)CC2)cc1 | 50 | i | 44.8
27 | Cc1ccc(NC(=O)Cc2n[nH]c(=O)c3ccccc23)cc1S(=O)(=O)N1CCCCCC1 | 58 | i | 60.5
28 | CC(=O)C[C@@H](O)CC(=O)[C@H]1OC(=O)[C@H](C)CCCCc2ccccc21 | 55 | i | 11.9
29 | c1csc(CNc2ncnc3ccc(-c4ccc5c(c4)OCO5)cc23)c1 | 66 | i | 40.7
30 | Cc1cc(C(=O)OCC(=O)NCCc2ccc(S(N)(=O)=O)cc2)c2ccccc2n1 | 64 | i | 23.1
31 | COc1ccc(Cl)cc1NC(=O)COC(=O)C1CC1 | 50 | i | 58.8
32 | Cc1ccc(S(=O)(=O)N(C)C)cc1NC(=O)COC(=O)c1ccc2ccccc2n1 | 44 | i | 45.5

item | NTR1 agonist | MgcRacGAP inhibition
25 | -0.8 | -1.1%
26 | 0.5 | 12.2%
27 | 1.0 | 6.9%
28 | -0.9 | 3.4%
29 | 3.0 | -5.7%
30 | 1.1 | 1.7%
31 | 4.9 | -4.8%
32 | -2.9 | 5.0%

(more compounds)
item | SMILES | NTR1 agonist cell count 20 µM | T cell HTS | T cell HTS vesicle-bound %
33 | COc1cccc(CN(C)C(=O)c2cc(S(=O)(=O)N3CCCC3)ccc2C)c1OC | 54 | i | 21.2
34 | COc1cc(N)c(Cl)cc1C(=O)OCC(=O)N1CCc2ccccc21 | 86 | i | 32.7
35 | N#Cc1cccc(S(=O)(=O)NCCOc2ccccc2F)c1 | 57 | i | 20.6
36 | Cc1cc(C)c2c(n1)nn1c(N3CCN(c4ccccc4C)CC3)cc(C)nc21 | 96 | i | 46.2
37 | COc1ccc(S(=O)(=O)Nc2ccc3c(c2)C(=O)N([C@H](C)CO)C[C@H](C)[C@@H](CN(C)S(=O)(=O)c2ccc(F)cc2)O3)cc1 | 67 | i | 13.6
38 | CC(C#N)(NC(=O)CN1CCN(S(=O)(=O)c2ccc(Br)cc2Cl)CC1)C1CC1 (stereo not given) | 58 | i | 40.9
39 | O=C1COc2ccc(C(=O)COC(=O)c3ccccc3Cl)cc2N1 | 61 | i | 29.3
40 | Cc1ccc(C(=O)OCC(=O)NC2CC2)s1 | 54 | i | 44.0
41 | CC(C)(C)c1ccccc1NC(=O)c1cc(-c2ccncc2)nc2ccccc12 | 64 | i | 34.4
42 | O=C(COC(=O)/C=C/c1ccc(Cl)c(Cl)c1)NC1CCS(=O)(=O)C1 (stereo not given) | 61 | i | 41.4

item | NTR1 agonist | MgcRacGAP inhibition
33 | 0.1 | 4.2%
34 | -0.7 | 4.4%
35 | -2.6 | 5.8%
36 | 14.9 | 7.5%
37 | 0.1 | 0.5%
38 | -1.8 | 3.6%
39 | 3.2 | 8.7%
40 | -0.5 | 2.2%
41 | -1.7 | 0.8%
42 | 2.8 | 3.2%
